D1 allo mod = allosteric modulators of human D1 dopamine receptor | HEK293 D1, CRE-luciferase, dopamine EC30 potentiation; actives deviate in either direction | B-score at 10 µM | 58,000 tested, 5.9% active | P21728;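 active means luminescence count or its row- and column-corrected plate score outside the 99.7% band of the plate's sample wells, on either side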
Ec RNAP inh = Escherichia coli RNA polymerase inhibition | E. coli RNA polymerase, fluorescence transcription assay | 62,000 tested, 0.2% active | inhibition, %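 (tested at 10 µM)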 | P0A8V2; in the data active means inhibition above about 20%;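 further: 0% = enzyme without compound and 100% = no enzyme blank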
S1P3 ag = agonists of human S1P3 receptor; activation, % at 4.5 µM; Q99500; 60,000 tested, 0.1% active; AID 373; S1P3 NFAT-BLA reporter cells, agonism, FRET ratio; relative to 1 µM S1P, basal subtracted;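 active means activation above the screen-wide mean plus 3 SD, cut at about 4.5% in these data, passing the limit was not always enough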; further: some compounds called inactive have numbers as strong as hits
Target sequence (Q99500 whole entry, looked up): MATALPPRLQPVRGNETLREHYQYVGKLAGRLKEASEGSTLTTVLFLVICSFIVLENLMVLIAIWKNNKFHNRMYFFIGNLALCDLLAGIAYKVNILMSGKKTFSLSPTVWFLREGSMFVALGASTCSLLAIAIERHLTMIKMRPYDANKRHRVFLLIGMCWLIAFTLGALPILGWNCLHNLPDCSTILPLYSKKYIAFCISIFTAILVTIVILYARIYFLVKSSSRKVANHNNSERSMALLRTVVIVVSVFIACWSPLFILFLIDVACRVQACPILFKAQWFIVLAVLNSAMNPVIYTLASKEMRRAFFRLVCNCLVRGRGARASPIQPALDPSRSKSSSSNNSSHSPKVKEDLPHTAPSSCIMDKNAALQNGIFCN
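Assay system: stable CHO line with human S1P3, Gα16, NFAT-BLA reporter; Detection: FRET β-lactamase substrate fluorescence, excitation 405 nm, 460/535 nm emission ratio, background-subtracted; Read-out: percent activation versus median 1 µM S1P response, basal-subtracted, per plate; Incubation: cells plated overnight, compound 4 h 37 °C, substrate 2 h RT.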
S1P1 ag pot = agonists and agonism potentiators of human S1P1 receptor | 56,000 tested, 0.57% active | P21453 | activation, % at 9.5 µM | AID 449 | S1P1 CRE-bla cells, forskolin, beta-lactamase FRET, potentiator mode; S1P1 agonist co-added at EC20, 2 nM; 100% = saturating reference agonist, 0% = basal;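 active means activation above a cutoff set at the mean activation of all tested compounds plus 3 SD, cut at about 54% in these data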;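 further: forskolin at 4 µM as EC80 and the EC20 agonist is SEW2871; 100% = SEW2871 at its EC100 plus forskolin at EC80; some compounds past the cut are filed as inactive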
M1 ag = M1 muscarinic receptor agonism; CHO-M1 cells, Fluo-4 calcium fluorescence, agonist mode; hits give high values; B-score at 10 µM; 64,000 tested, 3% active; AID 626;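 active means fluorescence rise, raw or as B-score row- and column-corrected plate score, outside the 99.7% band of its plate's samples, either direction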
TNAP act DEA = human TNAP activation, intermediate phosphate acceptor | 64,000 tested, under 10 active | purified TNAP, CDP-star luminescence, 100 mM DEA, 30 min; hits give high values; scale: 0 levamisole-inhibited, 1 vehicle-only enzyme | activation factor at 20 µM;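 active means activation factor of at least 2 at 20 µM, relative to controls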
HEK293 NFkB inh = lowers PMA/ionomycin-induced NF-kB signal in HEK293 cells; inhibition, % at 3 µM; 62,000 tested, 0.21% active; HEK-293 NF-kB luciferase reporter, luminescence; AID 465;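 active means inhibition above the mean of all tested compounds plus 3 SD, cut at about 40% in these data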;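 further: 0% = stimulated DMSO wells and 100% = 10 µM reference inhibitor 5653914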
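Timing: 1 h pretreatment, 16 h stimulation, 37 °C; system: HEK-293 cells with stable firefly luciferase reporter driven by four HIV NF-kB elements; doses: 3 µM once, 0.30% DMSO; measured by: luciferase luminescence; control set: DMSO and 10 µM reference inhibitor; repeats: single test; reagent: PMA plus ionomycin mix as NF-kB-activating stimulus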
M1 antagonist = blocks the rat M1 muscarinic receptor response to acetylcholine; AID 628; B-score at 10 µM; CHO-M1 cells, Fluo-4 calcium, ACh EC80 antagonist mode; hits give low values; 64,000 tested, 3.4% active; P08482;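 active means calcium fluorescence response, raw or row-and-column corrected B-score, differing from the plate sample mean either way at a set confidence level, mostly lower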
Target sequence (P08482 whole entry, looked up): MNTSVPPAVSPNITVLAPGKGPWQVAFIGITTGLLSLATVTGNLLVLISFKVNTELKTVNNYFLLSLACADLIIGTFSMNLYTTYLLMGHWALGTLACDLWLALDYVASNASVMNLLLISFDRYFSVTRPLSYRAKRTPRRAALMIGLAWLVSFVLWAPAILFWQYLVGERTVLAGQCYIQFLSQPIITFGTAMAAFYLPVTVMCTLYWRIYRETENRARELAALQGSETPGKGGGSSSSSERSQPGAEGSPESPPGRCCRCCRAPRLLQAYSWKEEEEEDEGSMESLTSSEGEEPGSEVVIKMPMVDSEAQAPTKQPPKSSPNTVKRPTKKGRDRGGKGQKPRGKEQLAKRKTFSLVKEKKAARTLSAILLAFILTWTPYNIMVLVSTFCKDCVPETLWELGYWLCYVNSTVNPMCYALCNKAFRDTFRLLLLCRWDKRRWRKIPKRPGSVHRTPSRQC
Jurkat viability = cytotoxic compounds reducing Jurkat cell viability; Jurkat E6.1 viability, ATP luminescence, 48 h; inhibition, % at 4 µM; 56,000 tested, 1.2% active;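 active means inhibition above the mean inhibition of all tested compounds plus 3 SD, cut at about 28% in these data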
The depositor's hits bear a star; · = not tested or not shown.

SMILES	D1 allo mod	Ec RNAP inh	S1P3 ag	S1P1 ag pot	M1 ag	TNAP act DEA	HEK293 NFkB inh	M1 antagonist	Jurkat viability
CCOC(=O)CNc1c(-c2ccc(O)cc2)nc2ccc(Cl)cn12	-4.4*	8	-1.1	19	7.8*	1	25	-1.4	-7
O=C(COC(=O)C1CC2C=CC1C2)Nc1ccc2c(c1)OC(F)(F)O2 (configuration not stated)	1	5	·	·	-0.6	0.9	11	0.13	·
Cc1cc(C)nc(N(C#N)Cc2ccccc2Cl)n1	0.79	8	-0.2	-15	-0.0041	0.9	20	-0.00056	-10
COCC(=O)Nc1cc(OC)ccc1OC	0.6	6	-1.4	·	0.33	0.9	11	-0.041	-2
O=C(CSc1nc(-c2ccco2)cc(C(F)(F)F)n1)N1CCc2ccccc2C1	0.31	3	-0.6	3	0.15	0.8	9	0.17	-6
O=C(CSc1nc2c(c(=O)n1-c1ccc(Cl)cc1)SCC2)N1CCCC1	·	7	·	·	-0.57	0.9	24	0.13	·
Nc1nc(-c2ccccc2)cc(N2CCCCC2)n1	-2.3	5	-0.8	·	·	0.9	29	·	78*
CCOC(=O)c1ccc(NC(=O)CSc2nc(SC)ns2)cc1	0.0018	3	-0.2	6	-0.096	0.9	1	-0.4	-7
COc1ccc(C2C3=C(CC(C)(C)CC3=O)Nc3c2c(=O)[nH]c(=O)n3Cc2ccccc2)cc1 (configuration not stated)	-1.7	4	-1.0	5	2.7*	1.5	-3	0.24	2
Cn1c(N)c(C#N)c2c(c1=S)CSC(C)(C)C2	·	5	-2.9	3	1.7	0.9	·	-0.56	·
O=C(Nc1ccc2oc(-c3ccncc3)nc2c1)c1ccccc1F	0.14	4	1.8	-21	-0.59	0.9	11	0.02	4
Cc1ccc2oc(=O)c3cnn(CC(=O)NCCC(C)C)c3c2c1	0.2	10	-1.0	2	0.0061	0.9	4	0.039	-2

Profiles, looked up by structure. Order of values: D1 allo mod | Ec RNAP inh | S1P3 ag | S1P1 ag pot | M1 ag | TNAP act DEA | HEK293 NFkB inh | M1 antagonist | Jurkat viability
COc1ccc(C2C3=C(CC(C)(C)CC3=O)Nc3c2c(=O)[nH]c(=O)n3Cc2ccccc2)cc1 (configuration not stated) reads -1.7 | 4 | -1.0 | 5 | 2.7* | 1.5 | -3 | 0.24 | 2
O=C(CSc1nc(-c2ccco2)cc(C(F)(F)F)n1)N1CCc2ccccc2C1 reads 0.31 | 3 | -0.6 | 3 | 0.15 | 0.8 | 9 | 0.17 | -6

The list continues:
SMILES	D1 allo mod	Ec RNAP inh	S1P3 ag	S1P1 ag pot	M1 ag	TNAP act DEA	HEK293 NFkB inh	M1 antagonist	Jurkat viability
CC(C)OC(=O)Nc1ccc(Oc2c(F)c(F)c(F)c(F)c2F)cc1	-0.18	-3	-0.5	6	1.8	0.9	7	-2.6	-2
Cn1c(=O)[nH]c(=O)c2c1nc(Br)n2CCSc1ncccn1	·	8	-3.5	-16	0.19	0.9	·	-0.08	·
CCOCCCNC(=O)CN1CCN(c2ccc(F)cc2)CC1	-0.16	8	0.6	9	0.76	0.8	14	-0.49	1
COC(=O)c1onc(C(=O)c2ccccc2)c1C(=O)OC	0.24	4	-0.2	-8	0.064	0.8	19	-0.011	3
COc1ccc(NC(=O)c2cnc(C)cn2)c2ncccc12	0.3	-6	-0.4	-19	0.23	0.9	2	0.37	62*
O=S(=O)(/C=C/c1ccccc1)Nc1ccc2c(c1)OCO2	·	2	-4.7	7	-1.1	0.9	·	-0.72	·
Cc1[nH]c2ccccc2c1SCCN	-0.28	5	-0.7	-5	1.3	1	-3	-0.11	-3
CCOC(=O)c1csc(NC(=O)CSc2nnnn2-c2ccc(OCC)cc2)n1	-0.62	-1	-0.8	-2	-0.5	0.9	6	-0.26	-3
COc1cc(C2C3=C(CC(C)(C)CC3=O)Nc3c2c(=O)[nH]c(=O)n3Cc2ccccc2)ccc1O (configuration not stated)	-0.29	4	·	·	-1.6	1	16	0.32	·
COc1ccc(N2CCN(c3oc(-c4ccc(OC)c(OC)c4)nc3C#N)CC2)cc1	0.073	0	0.5	-11	-0.27	0.9	22	0.02	-10
Cc1csc(NC(=O)C2CCC(C)(C(=O)O)C2(C)C)n1 (configuration not stated)	0.29	-8	-1.9	5	0.58	0.9	1	0.13	1
O=C(NCc1cccnc1)c1ccc(CS(=O)(=O)Cc2ccc(Cl)cc2)o1	-0.74	1	-0.2	8	-0.52	0.9	13	-0.26	5
O=C(CN(C1CC1)S(=O)(=O)c1ccc(S(=O)(=O)N2CCCCCC2)cc1)Nc1ccccc1	-0.19	4	-1.0	-15	0.4	0.9	9	-1.3	-4
O=C(CN1C(=O)C2CCc3[nH]c4ccccc4c3C2C1=O)N1CCCC1 (configuration not stated)	·	6	-1.5	8	-0.35	1	0	-0.056	2
O=C(Nc1cccc(C(F)(F)F)c1)c1cc(-c2cccs2)on1	-0.81	6	0.2	-5	0.45	0.9	-4	0.22	1
COc1cccc(OCCCN2CCCCC2)c1	-0.75	7	-0.8	-18	-0.53	1	-2	-0.52	-10
CC(C)(C)OC(=O)NC(CCNC=C1C(=O)OC(C)(C)OC1=O)C(=O)O (configuration not stated)	0.004	8	-0.3	-11	-0.01	0.8	6	-0.92	-1
CCc1cc(C(=O)COc2ccccc2F)c(O)cc1O	0.005	0	-1.2	35	0.0017	0.9	24	-1.1	10
Cc1cc(NC(=O)CCC(=O)N(c2ccc(F)cc2)C(C(=O)NC2CCCC2)c2ccncc2)no1 (configuration not stated)	0.17	2	-1.3	-20	0.59	0.9	-3	-0.11	-2
CC1=C(C(=O)OC(C)C)C(c2cccs2)N2C(=O)C(C)SC2=N1 (configuration not stated)	-0.89	-3	0.7	1	0.22	1	15	-0.23	2
Cn1c(COc2ccc(Cl)cc2)nnc1SCC(=O)NC1CCCCC1	0.51	-8	0.1	-8	0.044	0.9	3	0.00099	-3
N#Cc1c(N)c(C(=O)c2ccccc2)n2c1CCC2	-0.25	7	-1.1	·	0.086	1	3	0.55	-2
CCc1nc(SCC(=O)N2CCN(C(=O)c3ccco3)CC2)c2c3c(sc2n1)CCCC3	0.13	13	-0.1	-3	-0.054	0.9	23	-1.5	-8
COc1ccccc1-n1cnc2cc(C(=O)NCc3ccco3)ccc21	-1.4	·	-0.2	-24	0.99	·	14	-0.85	-2

The list goes on (two carried over from the part before).
SMILES	D1 allo mod	Ec RNAP inh	S1P3 ag	S1P1 ag pot	M1 ag	TNAP act DEA	HEK293 NFkB inh	M1 antagonist	Jurkat viability
CCc1nc(SCC(=O)N2CCN(C(=O)c3ccco3)CC2)c2c3c(sc2n1)CCCC3	0.13	13	-0.1	-3	-0.054	0.9	23	-1.5	-8
COc1ccccc1-n1cnc2cc(C(=O)NCc3ccco3)ccc21	-1.4	·	-0.2	-24	0.99	·	14	-0.85	-2
CC(C)OCCCn1c(=S)[nH]c2ccc(N3CCOCC3)cc2c1=O	-0.31	6	·	·	-2.1	0.8	10	0.3	·
O=C(COC(=O)C1CCCO1)Nc1cccc(C(F)(F)F)c1 (configuration not stated)	0.21	4	·	·	0.49	0.9	2	1.3	·
COc1ccc(OC)c2sc(NC(=O)c3ccc(Cl)s3)nc12	-0.14	6	-0.6	10	-2	0.9	3	0.51	4
Cc1cc(C)n(C(=O)CCNC(=O)c2ccccc2Br)n1	-0.32	1	-0.1	-5	-0.95	0.9	-5	0.4	-2
Cn1cc(SCC(=O)N2CCN(c3ccccc3)CC2)c2ccccc21	-0.7	0	-1.7	12	-1.2	0.9	30	0.4	15
CCCCOc1cccc(C(=O)O)c1	-0.0022	10	-0.5	-14	0.31	0.9	11	1.1	0
COC(=O)c1[nH]c2ccccc2c1NC(=O)CN1CCCc2ccccc21	0.056	8	0.6	-19	0.73	0.9	0	-1.3	2
CC1(C)Cc2ccccc2-c2nnc(-c3cccnc3)n21	0.28	2	0.4	-26	-0.27	0.8	8	0.42	2
Cc1cc(C)n(CC(=O)O)n1	0.51	6	-0.3	-7	-0.29	0.9	20	0.43	4
CC1(C)CC(=O)C=C(Nc2ccccn2)C1	0.55	9	-1.0	4	-1.2	0.9	12	0.5	0
COc1ccc(C(=O)NCC2OCCc3ccccc32)c(O)c1 (configuration not stated)	-1.2	3	-1.0	-12	-0.39	0.9	-2	-0.092	1
Cc1noc(/C=C/N(C)C)c1S(=O)(=O)N1CCCC(C(=O)N2CCc3ccccc32)C1 (configuration not stated)	0.36	6	-0.3	-20	-0.43	0.8	16	-0.059	0
COc1ccc(N2CCN(c3oc(COc4ccccc4)nc3C#N)CC2)cc1	-0.35	2	·	·	-0.016	0.9	19	-0.2	·
CC1(C)Cc2nc3sc4c(SCC(=O)NCc5ccco5)ncnc4c3cc2CO1	1	-5	-0.6	·	0.71	0.8	7	-0.76	78*
COC(=O)c1[nH]c2cccc(OC)c2c1NC(=O)CCN1CCC(C(N)=O)CC1	·	7	-0.9	1	0.18	0.9	19	-0.55	-2
COC(=O)c1c(NC(=O)CC2SCC(C(=O)OC)NC2=O)sc2c1CCCC2 (configuration not stated)	·	·	0.1	-9	-0.18	1	10	-0.18	-9
CCOC(=O)N1CCN(C(=O)CN2C(=O)CC(C)(C)S(=O)(=O)c3ccccc32)CC1	·	3	·	·	-0.46	1	13	0.61	·
CC(C)(C)c1ccc(C(=O)NCCC(=O)NCc2ccco2)cc1	-0.55	2	-1.0	-14	-0.065	1	12	-0.12	2
CS(=O)(=O)N1CCN(C(=O)c2ccc(-c3ccccc3)cc2)CC1	-0.65	8	-1.1	-14	-1.4	0.9	21	0.1	3
CCOC(=O)CSC1=C(C#N)C(C)C2=C(CCCC2=O)N1 (configuration not stated)	-0.11	-2	-1.0	0	0.35	0.9	21	-0.14	10
Cc1cc(C)nc(Nc2n[nH]c(-c3ccccc3Br)n2)n1	0.0069	-5	-0.6	-11	-0.77	1.2	13	-0.21	-3
O=C(CSC1=NCCS1)NC1CCCCC1	-0.52	10	-0.7	2	0.4	0.9	8	1.1	-1
CC(C)CN(C(=O)COC(=O)CCN1C(=O)c2ccccc2C1=O)C1CCS(=O)(=O)C1 (configuration not stated)	1.4	3	0.4	4	-0.78	0.9	13	0.059	6
COc1ccc(-c2nc(C#N)c(NCc3ccccc3Cl)o2)cc1OC	2.3	5	-0.1	-25	-0.017	0.9	17	0.25	-2
O=c1cnn(-c2ccccc2)c(-c2ccccc2)c1	·	5	·	·	0.25	0.9	5	-0.061	·
CCn1c(SCC(=O)Nc2oc(-c3ccccc3)c(-c3ccccc3)c2C#N)nnc1-c1ccco1	1.4	-6	-1.4	·	-0.83	0.9	17	-0.17	6
O=C(NCc1cccnc1)c1cccc(NC(=O)c2ccco2)c1	-0.34	5	0.5	-18	-0.25	1	3	1.4	-8
CCOc1ccc(CC2CC(=O)NC2=O)cc1 (configuration not stated)	·	·	0.2	-6	-0.4	0.9	·	0.31	·
CC1CCN(Cc2nc3c(c(=O)n(C)c(=O)n3C)n2CCc2ccccc2)CC1	0.38	·	-0.7	-14	0.95	·	-1	-0.31	0
COC(=O)COc1ccc(S(=O)(=O)NCCC2=CCCCC2)cc1	1.2	11	0.0	8	-0.21	0.8	-11	0.52	-6
Cc1ccc(-n2ncc(C#N)c2/N=C/N2CCN(C)CC2)cc1	0.00058	10	-1.0	-7	0.058	1	-7	-0.17	3
CC(NC(=O)Nc1nnc(C(F)(F)F)s1)N1C(=O)C2C3C=CC(C3)C2C1=O (configuration not stated)	-0.12	1	-0.6	-29	0.47	1	5	-0.0012	-7

Screening results: PubChem BioAssay, several laboratories
